LmPK inh – inhibitors of Leishmania mexicana pyruvate kinase; purified LmPK, Kinase-Glo ATP luminescence, 1 h; 0.37% of 290,000 active; AID 1721; Potency, µM (titrated, usually from 57.5 µM), for the others: at the highest dose activity change, negative = inhibition, actives largely listed as inhibitors; also: potency is read from the fitted curve at half-maximal effect
Target sequence (Q27686 whole entry, looked up): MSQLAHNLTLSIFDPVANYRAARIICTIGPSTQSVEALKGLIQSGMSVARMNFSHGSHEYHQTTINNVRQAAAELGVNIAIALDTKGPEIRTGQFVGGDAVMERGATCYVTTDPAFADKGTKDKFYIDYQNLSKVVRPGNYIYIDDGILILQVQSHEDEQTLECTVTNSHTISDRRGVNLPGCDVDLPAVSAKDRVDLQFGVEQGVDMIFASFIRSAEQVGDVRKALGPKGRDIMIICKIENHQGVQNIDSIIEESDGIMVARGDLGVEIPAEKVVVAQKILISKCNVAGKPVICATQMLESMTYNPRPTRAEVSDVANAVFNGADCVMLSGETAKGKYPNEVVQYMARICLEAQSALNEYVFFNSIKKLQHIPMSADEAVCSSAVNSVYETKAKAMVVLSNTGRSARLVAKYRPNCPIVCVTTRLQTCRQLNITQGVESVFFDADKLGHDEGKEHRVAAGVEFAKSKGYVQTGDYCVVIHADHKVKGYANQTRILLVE
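Kinase-Glo luminescence read after 1 h RT reaction of 0.1 nM LmPK with 0.5 mM PEP and 0.1 mM ADP. Activity scaled between uninhibited and enzyme-free controls.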
AmpC detergent – AmpC beta-lactamase inhibition with detergent present. P00811. AmpC hydrolysis of nitrocefin, absorbance 480 nm, 0.01% Triton. AID 485294. Potency, µM (highest dose often 114 µM), without a hit: at the highest dose activity change, negative = inhibition, hits mostly inhibitors. 0.041% of 370,000 active;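 also: potency is read from the fitted curve at half-maximal effect; 0% = no-compound wells and -100% = no-enzyme wells; nearly all actives have a fitted effect of over 25% in size; some results filed as inactive show a strong effect at the top dose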
Target sequence (P00811 whole entry, looked up): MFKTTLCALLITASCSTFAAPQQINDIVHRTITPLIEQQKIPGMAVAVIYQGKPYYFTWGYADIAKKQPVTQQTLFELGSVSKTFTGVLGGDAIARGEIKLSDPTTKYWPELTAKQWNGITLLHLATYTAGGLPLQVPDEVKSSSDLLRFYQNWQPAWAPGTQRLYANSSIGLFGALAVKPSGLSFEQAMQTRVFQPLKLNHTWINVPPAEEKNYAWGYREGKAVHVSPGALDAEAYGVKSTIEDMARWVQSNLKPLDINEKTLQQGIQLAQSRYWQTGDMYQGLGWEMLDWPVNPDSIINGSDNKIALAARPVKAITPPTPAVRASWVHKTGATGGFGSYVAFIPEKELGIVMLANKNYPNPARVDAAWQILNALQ
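AmpC (5.3 nM in the dispensed reagent) in 20 mM phosphate pH 7.0 with 0.01% (detergent screen) or 0.0001% Triton X-100 was preincubated with compounds for 15 min at room temperature. Nitrocefin was then added from an 800 uM solution, and hydrolysis was followed at 480 nm.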
AMA1-RON2 inh – AMA1-RON2 (P. falciparum) interaction inhibition | AlphaScreen AMA1-biotinylated RON2 peptide binding | 0.2% of 360,000 active | Potency, µM (series often up to 58.2 µM), for the others: at the top dose activity change, negative = inhibition, most hits filed as inhibitors | AID 720542;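 also: potency is read from the fitted curve at half-maximal effect; 0% = vehicle wells and -100% = peptide control; nearly all actives have a fitted effect of over 45% in size; some results filed as inactive show a strong effect at the top dose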
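AMA1 (3D7) with his tag at 25 nM final met compounds first, then biotinylated RON2 peptide at 25 nM; detection used donor plus acceptor beads, 10 µg/mL apiece, read by AlphaScreen after 30 min at room temperature.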
HCMV inh – blocks human cytomegalovirus replication | activity change, negative = inhibition, % at 57.5 µM | HFF cells, HCMV-luciferase reporter, 72 h; hits give low values | 4.5% of 410,000 active; in the data active = activity change below about -60%; inconclusive = no clear call, values can overlap the other calls; inactive = above about -39%
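HFF cells seeded 16 h at 37C, treated with compounds, infected with luciferase-reporter HCMV at MOI 1 PFU/cell; luciferase read at 72 h post infection, normalized to buffer-only and Salinomycin controls.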
TbPYK inhibitor – inhibitors of Trypanosoma brucei pyruvate kinase | TbPYK enzyme, Kinase-Glo Plus ATP luminescence, 45 min | Q57TT1 | 0.12% of 410,000 active | Potency, µM (doses to about 76.8 µM), for inactives: at the top dose activity, negative = inhibition, hits mostly inhibitors; also: potency is read from the fitted curve at half-maximal effect; nearly all actives have a fitted effect of over 50% in size
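Screened from lowest to highest concentration, compounds were pinned into TbPYK/substrate mixtures, and ADP (130 uM final) was added. Plates sat at room temperature for 45 min prior to Kinase-Glo Plus detection by luminescence.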
AmpC no deterg – AmpC beta-lactamase inhibition without detergent | P00811 | AmpC nitrocefin hydrolysis, absorbance 480 nm, 0.0001% Triton | Potency, µM (doses to about 57.1 µM), inactives show at the top dose activity change, negative = inhibition, most hits filed as inhibitors | 0.52% of 330,000 active | AID 485341;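 also: potency is read from the fitted curve at half-maximal effect; plate controls were no compound for no effect and no enzyme for full effect; nearly all actives have a fitted effect of over 20% in size; some results filed as inactive show a strong effect at the top dose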
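20 mM phosphate pH 7.0 + 0.01% (detergent screen) or 0.0001% Triton X-100; 5.3 nM AmpC reagent; cpd preinc 15 min RT; nitrocefin (800 uM stock) to start; A480 q20 s × 4 min; Activity was normalised to no-enzyme and no-compound control wells.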
HCV inhibitor – HCV inhibition. Potency, µM (top dose mostly 41.8 µM), without a hit: at the highest dose activity change, negative = inhibition, usual class: inhibitors. 3.4% of 340,000 active. AID 651820. Huh7.5.1 HCVcc-Cre infection, luciferase reporter, 44 h; also: potency is read from the fitted curve at half-maximal effect
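After 44 h co-culture of compound, cells and HCVcc-Cre (~0.5 moi), substrate is added for 15 min at room temperature and luciferase measured over 15 sec. Cells were seeded at 1,000/well and pre-cultured 4 h.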
The depositor's hits bear a star; ? = inconclusive; · = no result given; [ ] = remark or other dose. Unless noted, calls follow the shape of the dose curve; as a rule, active = well fitted curve in the direction sought with a large enough effect; inconclusive = small, poorly fitted or top-dose-only effect, or another doubt; inactive = no such curve, though single readings can be large; an effect the other way counts as inactive or inconclusive. Unless noted, % is scaled to controls: 0 for no effect and ±100 for the full control effect.

SMILES	LmPK inh	AmpC detergent	AMA1-RON2 inh	HCMV inh	TbPYK inhibitor	AmpC no deterg	HCV inhibitor
Cc1nnc(NC(=O)CSc2nnc(-c3ccccc3)n2C)s1	1%	1%	-10%	-19	-17%	-9%	3%
FC(F)(F)c1cc(-c2ccccc2)nc2cc(-c3ccccc3)nn12	·	0%	·	12	-5%	·	·
CC(=O)N1CCN=C1SCc1ccc(Br)cc1	-6%	-17%	38%[activator]	34	-3%	?	1%
O=C(Cn1cnc2cc([N+](=O)[O-])ccc2c1=O)Nc1ccc2c(c1)OCO2	1%	-4%	1%	18	-11%	-24%	-5%
OCC1(C2=NOC(O)(C(F)(F)F)C2)CCCCC1 (stereo not drawn)	-2%	?	4%	7	-2%	-1%	27%
CCCOc1ccc(OC(=O)c2sc3ncn(Cc4cccc(F)c4)c(=O)c3c2C)cc1	·	2%	·	3	-9%	·	·
CCOc1ccccc1Nc1nc(-c2sc(NC(=O)c3ccccc3)nc2C)cs1	0%	5%	·	·	·	-26%	·
COc1ccc(CCC(=O)N2CCN(S(=O)(=O)c3cccc(C(F)(F)F)c3)CC2)cc1OC	·	-7%	-4%	-13	2%	121%[activator]	2%
CCOc1ccc(NC(=O)C2CCC(C)(C(=O)O)C2(C)C)cc1 (stereo not drawn)	9%	-17%	3%	17	1%	-16%	2%
Cc1ccc2nc3n(c(=O)c2c1)-c1ncccc1C(=O)NC3Cc1ccc(O)cc1 (stereo not drawn)	·	·	-9%	-22	-3%	·	·

Pulled by compound from the entries so far (two):
SMILES	LmPK inh	AmpC detergent	AMA1-RON2 inh	HCMV inh	TbPYK inhibitor	AmpC no deterg	HCV inhibitor
CCOc1ccccc1Nc1nc(-c2sc(NC(=O)c3ccccc3)nc2C)cs1	0%	5%	·	·	·	-26%	·
Cc1ccc2nc3n(c(=O)c2c1)-c1ncccc1C(=O)NC3Cc1ccc(O)cc1 (stereo not drawn)	·	·	-9%	-22	-3%	·	·

Next section.
SMILES	LmPK inh	AmpC detergent	AMA1-RON2 inh	HCMV inh	TbPYK inhibitor	AmpC no deterg	HCV inhibitor
COc1ccccc1NS(=O)(=O)c1cc(C(=O)NCC(c2ccc(F)cc2)N2CCOCC2)ccc1C (stereo not drawn)	·	-10%	-16%	0	-4%	117%[activator]	-7%
Cc1c(NC(=O)Nc2cccc(C(F)(F)F)c2)sc2nc3n(c(=O)c12)CCC(C)CC3 (stereo not drawn)	·	20%	·	-8	-2%	·	·
Cc1ccc(-c2nn(-c3ccccc3)cc2C2CC(c3cccs3)=NN2C(=O)CCC(=O)O)cc1 (stereo not drawn)	-2%	-12%	13%	20	5%	16%	26%
CCC1(CC)SC(N)=NC1=O	·	·	21%	-20	2%	·	15%
CN(CC1CCCN(CCc2cccc(C(F)(F)F)c2)C1)C(=O)c1ccco1 (stereo not drawn)	-10%	-9%	3%	-10	1%	82%[activator]	-6%
CCOc1ccc(NC(=S)N(CCc2c(C)[nH]c3ccc(C)cc23)Cc2ccco2)cc1	0%	?	22%	?	-7%	?	11µM*
Cc1[nH]c(=O)c(Cc2ccccc2)c(O)c1C#N	·	·	19%	12	5%	·	-20%
CCC(=O)Nc1cccc(C2=NOC3(C2)C[C@@H](C(N)=O)N(C(=O)C2(C)CC2)C3)c1 (stereo partly drawn)	0%	3%	-9%	7	0%	-8%	12%
CCOC(=O)c1c(C)oc2nc(C)nc(NCc3ccc(C)cc3)c12	·	-4%	·	-9	-4%	·	·
Cn1c(NCc2ccccc2F)nc2cc(-c3cccc(C(F)(F)F)c3)sc2c1=O	·	·	-15%	-11	5%	·	·
O=C(NCC1CCCO1)c1csc(Nc2cccc3ccccc23)n1 (stereo not drawn)	14µM*	0%	-7%	49	4%	-17%	-25%
Cc1cccc(N/N=C/c2ccc(C)s2)c1	2%	2%	-20%	80	2%	-40%	-13%
O=C(Nc1cccc(C(F)(F)F)c1)c1c(O)c2ccccc2[nH]c1=O	-1%	-8%	3%	·	-1%	6%	5%
Cn1cccc1Cc1nnc(SCC(=O)Nc2cccc(F)c2)n1-c1ccc(F)cc1	-3%	1%	0%	-21	-5%	47%	?
O=S1(=O)C=C(SCc2ccc(F)cc2)Nc2ccccc21	3%	-5%	-1%	24	5%	-55%	6%
O=C(CN1CCN(c2ccccn2)CC1)Nc1nc2ccccc2s1	6%	-11%	24%	32	6%	21%	?
O=C(O)Cc1cc2c(s1)CCCCC2	0%	-16%	-8%	-10	-6%	-15%	18%
Cc1cc(C(=O)O/N=C(\N)c2ccncc2)ccc1[N+](=O)[O-]	-11%	11%	0%	81	4%	-6%	12%
COc1ccccc1NC(=O)Cc1nnc(SCC(=O)Nc2ccccc2F)n1C	-8%	4%	4%	-38	-26%	-19%	33%[activator]
O=C(COc1ccc(Cl)cc1Cl)N(C1CCCCC1)C1CCS(=O)(=O)C1 (stereo not drawn)	·	7%	-1%	-5	10%	145%[activator]	-6%
Cc1cn([C@H]2C[C@H](O)[C@@H](CNCc3cccn3-c3ccncc3)O2)c(=O)[nH]c1=O	·	·	10%	-3	-7%	·	·
Cc1oc(-c2ccc(C(=O)NCCCOC(C)C)cc2)nc1CS(=O)(=O)c1ccccc1	·	3%	·	-11	-12%	·	·
N#Cc1c(NC(=O)CSc2ncn[nH]2)sc2c1CCCC2	10%	5%	25%	-37	3%	-21%	?
O=C(/C=C/c1ccco1)N1CCN(S(=O)(=O)c2cccc([N+](=O)[O-])c2)CC1	·	·	-13%[11.6 µM]	-2	-13%	7%	12%
CCCC1CC(=O)OC1(C)C(=O)CSc1n[nH]c(-c2ccccc2)n1 (stereo not drawn)	2%	-2%	·	25	·	·	·
Nc1nc2c(ncn2[C@@H]2O[C@H](CNCc3cnc(N4CCOCC4)nc3)[C@@H](O)[C@H]2O)c(=O)[nH]1	·	·	0%	7	-3%	·	·
CCc1ccccc1NC(=O)Cn1c(=O)oc2ccccc21	·	12%	·	0	4%	·	·
Cc1ccnc(NC(=O)CCC(=O)N(CC(=O)NCCc2ccccc2)Cc2cccs2)c1	-1%	-3%	-7%	?	4%	62%[activator]	?
CSc1ncc(Cl)c(C(=O)Nc2nc3ccc(F)cc3s2)n1	·	19%	·	27	4%	·	·
Nc1c(Cl)cc(C2=NCCn3c2c2ccccc2[n+]3[O-])cc1Cl	·	-9%	51%[activator]	29	-1%	-7%	-8%
O=c1[nH]c2ccc(Cl)cc2c(-c2ccccc2)c1N1CCN(CCO)CC1	0%	1%	-2%	-28	5%	101%[activator]	?
OC1/C(=C/c2ccc(C(F)(F)F)cc2)N2CCC1CC2 (stereo not drawn)	4%	?	7%	-11	5%	0%[2.29 µM]	8%
O=C(Cn1cnc2c(nnn2-c2ccccc2)c1=O)N1CCCc2ccccc21	1%	?	16%	-25	6%	0%	-12%
C#CCN(C[C@H]1[C@H](OC(=O)NCc2ccc(OC)c(OC)c2)[C@H](OC(=O)NCc2ccc(OC)c(OC)c2)C[C@@H](C(=O)OC)[C@H]1C(=O)OC)S(=O)(=O)c1ccc(C)cc1	·	·	-4%	4	-6%	·	·
O=C(NCCS(=O)(=O)NCCc1ccccc1)c1ccccc1	·	3%	0%	19	-4%	-1%	-4%
CC(Oc1ccc2c(-c3ccccc3)cc(=O)oc2c1)C(=O)NCC(O)c1ccccc1 (stereo not drawn)	-2%	?	5%	10	3%	89%[activator]	8.9µM*
CNC(=S)NCCc1cc2c(OC)ccc(OC)c2[nH]c1=O	-1%[11.5 µM]	4%	8%	79	-7%	-13%	-25%
O=C(C/C=N/OCc1ccccc1F)c1cnc(-c2ccc(Cl)cc2)s1	3%	-13%	-4%	23	-1%	-58%	2%
COc1ccc(-c2nc(C#N)c(NCc3ccc(C)cc3)o2)cc1OC	1%	-1%	-7%	1	1%	·	?
O=C(CSc1nnc(-c2ccccc2O)n1Cc1ccccc1)NNC(=O)c1ccccc1O	0%	-12%	58%[activator]	102	-31%	-38%	10%
Cc1cccc(C)c1NC(=O)CCS(=O)(=O)c1ccc2c(c1)CC(C)N2C(=O)C1CC1 (stereo not drawn)	·	4%	·	-7	-6%	·	·
CN(Cc1ccccc1)S(=O)(=O)c1ccc(NC(=O)c2ccccc2C(=O)O)cc1	·	·	-5%	-11	2%	·	20%
Cc1nn(CC(=O)Nc2cc(S(=O)(=O)N(C)C)ccc2Cl)c(C)c1[N+](=O)[O-]	4%	-5%	-7%	-10	8%	-32%	?
Cc1ccc(NC(=O)c2sc(-n3nc(C)c(CCC(C)C)c3C)nc2C)cc1C	·	14%	·	5	-1%	·	·
COCCCNC(=O)C1CCN(c2ncccn2)CC1	-4%	0%	23%	-2	9%	-6%	6%
Clc1ccc2nc3ccccn3c2c1	4%	?	-2%	8	1%	-1%	10µM*
COc1ccc(NC(=O)C2CCN(C(=O)c3cccs3)CC2)c(OC)c1	-5%	1%	-2%	16	-29%	-3%	-1%
COc1ccc([C@H]2CC(=O)C=C(c3cc(C)ccc3OC)C2)cc1	·	11%	-8%	-1	-10%	-10%	7.9µM*
COC(=O)c1cccc(COC(=O)c2ccccc2NC(=O)c2ccco2)c1	-2%	-5%	8%	-11	-1%	-38%	?
CC(O)[C@H]1CNC(=O)C(=O)N1CCC12CC3CC(CC(C3)C1)C2 (stereo partly drawn)	-3%	1%	-10%	3	-2%	6%	11%

More compounds.
SMILES	LmPK inh	AmpC detergent	AMA1-RON2 inh	HCMV inh	TbPYK inhibitor	AmpC no deterg	HCV inhibitor
Cc1c(C(=O)Nc2ccc3c(c2)OCCO3)oc2ccc(Br)cc12	·	-24%	-3%[11.6 µM]	-34	2%	0%	-11%
CCCCCCc1c(C)[nH]c2nc3ccccc3n2c1=O	0%	-6%	3%	-29	-8%	-33%	16%
CC(C)OCCCn1c(=O)c2ccccc2n2c(-c3ccc(F)cc3)nnc12	·	26%	·	-22	-12%	·	·
CC(=O)c1c(C)[nH]c(C(=O)N2CC(C)CC(C)C2)c1C (stereo not drawn)	2%	5%	-11%	26	1%	-1%	7%
CCOc1ccccc1NC(=O)c1cc(CC(C)C)oc1C	-6%	4%	7%	?	5%	0.32µM*	-18%
CCC(Sc1ncnc2c1c(-c1ccccc1)cn2-c1ccc(OC)cc1)C(=O)OC (stereo not drawn)	4%	-12%	-8%	?	-16%	51%	?
Cc1ccc(C)n1-c1sc2c(c1C#N)CCCC2	5%	?	-19%	-38	-12%	-17%	14%
O=S(=O)(c1ccc(=S)[nH]c1)N1CCCC1	·	·	-14%	18	-28%	-12%	17%

Of the compounds above, these contain bromine.
SMILES	LmPK inh	AmpC detergent	AMA1-RON2 inh	HCMV inh	TbPYK inhibitor	AmpC no deterg	HCV inhibitor
CC(=O)N1CCN=C1SCc1ccc(Br)cc1	-6%	-17%	38%[activator]	34	-3%	?	1%
Cc1c(C(=O)Nc2ccc3c(c2)OCCO3)oc2ccc(Br)cc12	·	-24%	-3%[11.6 µM]	-34	2%	0%	-11%
